# Screening results deposited in PubChem by National Center for Advancing Translational Sciences (NCATS).
# A549 viability – A549 cytotoxicity, counter-screen for Nrf2 inhibitors; 390,000 tested, 0.16% active; A549 ARE-Fluc cells, CellTiter-Fluor viability, 18-24 h; Potency, µM (series often up to 46 µM), without a hit: at the highest dose activity change, negative = cytotoxicity, usual class: inhibitors; also: potency is read from the fitted curve at half-maximal effect; % is scaled to controls: 0 for no effect and ±100 for the full control effect
#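 A549 ARE_Fluc cells in 5% FBS OPTI-MEM were exposed to compounds in concentration-response for 18-24 h at 37 deg C. Viability was read by CellTiter-Fluor fluorescence (Ex 405/Em 525) after 30 min, before the luciferase read.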
# Nrf2 inh – inhibitors of Nrf2 signaling; A549 ARE-Fluc reporter, luciferase luminescence, 18-24 h; Potency, µM (titrated, usually from 46 µM), for inactives: top-dose activity change, negative = inhibition, most hits filed as inhibitors; AID 504444; 360,000 tested, 2.1% active; also: potency is read from the fitted curve at half-maximal effect; % is scaled to controls: 0 for no effect and ±100 for the full control effect; nearly all actives have a fitted effect of over 60% in size
#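 In this cell-based qHTS, ARE-driven firefly luciferase in A549 cells reports Nrf2 activity; the luminescent signal after BugLite lysis is the measured value, with a prior CellTiter-Fluor read for cell health.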
# HepG2 viability – counter-screen for TGF-b inhibitors: cytotoxicity in HepG2 cells | HepG2 CAGA-GFP viability, ATP luminescence, 18 h | Potency, µM (highest dose often 46.1 µM), inactives show top-dose activity change, negative = cytotoxicity, actives largely listed as cytotoxic | 410,000 tested, 0.76% active | AID 588856; also: potency is read from the fitted curve at half-maximal effect; some results filed as inactive show a strong effect at the top dose
#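 CellTiter-Glo luminescence gave cytotoxicity after 18 hours at 37 degrees C. The cells were HepG2 CAGA-GFP in 1% FBS DMEM, stimulated with 500 pg/mL TGF-beta after compound addition. %Activity was normalised to no-cell wells (complete cell-killing) and DMSO (no toxicity), and curves were fitted and classified.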
# Nrf2 activator – activates Nrf2 signaling; AREc32 ARE-luciferase reporter (MCF7-derived line), luminescence, 24 h; Potency, µM (titrated, usually from 46.1 µM), for the others: at the highest dose activation, most hits filed as activators; 410,000 tested, 0.31% active; AID 624171; also: potency is read from the fitted curve at half-maximal effect; % of control where 0% means no effect; nearly all actives have a fitted effect of over 65% in size
#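 ARE-driven firefly luciferase activity in AREc32 cells measured after a 24 hr compound exposure at 37 deg C, using Steady-Glo reagent and a 30 min room-temperature hold.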
# TGFb inhibitor – blocks TGF-b signaling | HepG2 CAGA-GFP TGF-b/SMAD3 reporter, GFP fluorescence, 18 h; TGF-beta stimulated, 500 pg/mL final | Potency, µM (top dose mostly 46.1 µM), for inactives: at the top dose activity, negative = inhibition, hits mostly inhibitors | 410,000 tested, 1.2% active; also: potency is read from the fitted curve at half-maximal effect; % is scaled to controls: 0 for no effect and ±100 for the full control effect; nearly all actives have a fitted effect of over 65% in size
#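 Smad-responsive CAGA-GFP expression was quantified in HEPG2 cells exposed to compounds and 500 pg/mL final TGF-beta for 18 h at 37 degrees C; unstimulated wells defined full inhibition.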
# CCT modulator – cytosolic chaperonin activity modulation | 360,000 tested, 0.3% active | AID 651819 | activity change, % (test concentration not listed), hits read low | purified chaperonin ATPase assay, HTRF ADP detection, 30 min; in the data active = activity change below about -30%; also: % is scaled to controls: 0 for no effect and ±100 for the full control effect
#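 TRiC at 40 or 20 nM final (batch-dependent) in 30 mM Tris pH 7.4, 100 mM KCl, 5 mM MgCl2, 1 mM DTT, with compound at single 76 uM and 10 uM ATP, 30 min at 37 deg C. ADP detected by HTRF Transcreener, 665/615 ratio.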
# Akt phos inh – inhibitors of Akt phosphorylation; Neuro2A IGF-stimulated pAkt S473 HTRF, 20 min; stronger effect = lower value; activity change, % for hits at 50 µM; 360,000 tested, 0.32% active; AID 651550; in the data active = activity change below about -80%; inconclusive = mostly about -51% to -80%; also: % is scaled to controls: 0 for no effect and ±100 for the full control effect
#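 Neuro2A cells in DMEM with 0.5% FBS, overnight at 37 deg C, given compound at single 50 µM final, then IGF (6 nM final) for 20 min at 37 deg C. Lysed; phospho-Akt Ser473 by HTRF after 24 h, 665/615 ratio.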
# Abeta yeast res – compounds reversing amyloid beta toxicity in yeast | yeast expressing A-beta42, growth rescue, OD600, 48 h; response scale: 0% DMSO, 100% iron-clioquinol control | Potency, µM (series often up to 46.1 µM), inactives show top-dose growth rescue, most hits filed as activators | 410,000 tested, 0.063% active | AID 1347071; also: potency is read from the fitted curve at half-maximal effect; nearly all actives have a fitted effect of over 55% in size
#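 Yeast growth medium received pinned compounds, then yeast cells expressing toxic A-beta were added; plates incubated at 30 C for 48 hr. Growth read as absorbance at 600 nm, normalized to DMSO and equimolar FeCl3 plus clioquinol controls.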
# Mm-Cpn inhibitor – blocks the Methanococcus maripaludis chaperonin Mm-Cpn | purified Mm-Cpn ATPase, ADP Transcreener TR-FRET | Potency, µM (series often up to 76.9 µM), without a hit: at the highest dose activity, negative = inhibition, actives largely listed as inhibitors | 330,000 tested, 0.031% active; also: potency is read from the fitted curve at half-maximal effect; % is scaled to controls: 0 for no effect and ±100 for the full control effect; nearly all actives have a fitted effect of over 80% in size
#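 Inhibition of chaperonin ATP hydrolysis is measured as reduced ADP production, detected by competitive TR-FRET in which signal falls with ADP. Final enzyme 25 nM and ATP 10 uM, reacted 30 min at 37°C.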
# * hit, by the source's call; i = inactive; ? = inconclusive; nt = not tested or not shown; & = joins results of further samples. Unless noted, calls follow the shape of the dose curve; as a rule, active = well fitted curve in the direction sought with a large enough effect; inconclusive = small, poorly fitted or top-dose-only effect, or another doubt; inactive = no such curve, though single readings can be large; an effect the other way counts as inactive or inconclusive.
# Codes: A = A549 viability; B = Nrf2 inh; C = HepG2 viability; D = Nrf2 activator; E = TGFb inhibitor; F = CCT modulator; G = Akt phos inh; H = Abeta yeast res; I = Mm-Cpn inhibitor
1: O=S(=O)(NCCc1csc(-c2ccc(F)cc2)n1)c1ccc(F)cc1F
  A = -2% | B = nt | C = -28% | D = 0.5% | E = ? | F = nt | G = nt | H = ? | I = nt
2: Cc1cc(C)c(OCC(=O)OCC(=O)N2c3ccccc3CC2C)c(C)c1 (stereo not given)
  A = -3% | B = -27% | C = 2% | D = 0.3% | E = 1% | F = -0.6 | G = i | H = ? | I = 0%
3: O=C(Nc1ccc(C(=O)O)cc1)/C(=C\c1ccco1)NC(=O)c1ccc(Br)cc1
  A = nt | B = nt | C = 1% | D = -0.1% | E = 6% | F = 0.6 | G = i | H = -2% | I = nt
4: CCCNc1nc(C)cc(-c2cc(-c3ccccc3)on2)n1
  A = 1% | B = -19% | C = -2% | D = 8.2% | E = -19% | F = -1.2 | G = i | H = 12% | I = 0%
5: CCOC(=O)CN(C(=O)CSc1nnc(Cc2ccccc2)n1-c1ccc(C)cc1)c1ccccc1
  A = -1% | B = -7% | C = -3% | D = 3.2% | E = 8% | F = -4.1 | G = i | H = 13% | I = 2%
6: CN(CC(=O)Nc1cccc(Cl)c1)S(=O)(=O)c1ccc2[nH]c3c(c2c1)CCCC3
  A = -1% | B = 0% | C = -40% | D = 1.1% | E = ? | F = nt | G = nt | H = 3% | I = nt
7: Cc1cccc(C)c1OCc1cn(CC(=O)c2ccc(O)cc2)nn1
  A = -1% | B = 9% | C = 7% | D = 0.2% | E = -1% | F = 1.0 | G = i | H = -4% | I = nt
8: CCn1c2ccccc2c2nc3cc(S(=O)(=O)N4CCOCC4)ccc3nc21
  A = -11% | B = -10% | C = 7% | D = 5.0% | E = ? | F = 0.2 | G = i | H = -15% | I = 0%
9: CCOc1cc(/C=N/NC(=O)N/N=C/c2ccc(O)c(OCC)c2)ccc1O
  A = -12% | B = 2% | C = -46% | D = 5.9% | E = -6% | F = -3.9 | G = i | H = 9% | I = nt
10: COc1ccc(CCN2C(=O)CC(NNC(=O)c3ccccc3Br)C2=O)cc1 (stereo not given)
  A = -2% | B = -5% | C = 1% | D = -0.4% | E = 13% | F = -14 | G = i | H = 0% | I = 1%
11: COC(=O)c1ccncc1C(=O)Nc1ccc(Oc2ncc(C(F)(F)F)cc2Cl)cc1
  A = 1% | B = 7% | C = -1% | D = 0.1% | E = -17% | F = 0.2 | G = i | H = 28% | I = 1%
12: Cn1c(CCNC(=O)C2CCCCC2)nc2cc(NC(=O)c3cccs3)ccc21
  A = 0% | B = ? | C = -5% | D = 2.1% | E = ? | F = 0.3 | G = i | H = -7% | I = 1%
13: O=C(CSc1ccccc1)Nc1cc(Cl)ccc1Oc1ccccc1
  A = 21% | B = 0% | C = -3% | D = -0.9% | E = 2% | F = 0.7 | G = i | H = -18% | I = -1%
14: CSc1ccc(/C=C/C(=O)OCC(=O)NC2CCS(=O)(=O)C2)cc1 (stereo not given)
  A = 0% | B = 12% | C = -1% | D = -1.1% | E = -21% | F = -2.4 | G = i | H = 10% | I = -1%
15: CC(C)(C)OC(=O)NCCCCCNC(=O)c1nc[nH]c1C(=O)N1CCN(C(=O)OC(C)(C)C)CC1
  A = -8% | B = -17% | C = -3% | D = -1.5% | E = -2% | F = -0.2 | G = i | H = 7% | I = -2%
16: O=C(CSc1n[nH]c(=O)n1Cc1ccco1)c1ccc2c(c1)OCCO2
  A = 4% | B = -2% | C = -2% | D = 0.4% | E = -5% | F = -2.9 | G = i | H = -11% | I = 0%
17: CCN1CCN(CCCNC(=O)c2cnn(-c3ccccc3Cl)c2C2CCN(C(=O)OC(C)(C)C)CC2)CC1
  A = 16% | B = -18% | C = -16% | D = 0.2% | E = 0% | F = nt | G = nt | H = -7% | I = nt
18: Cc1ccc(Nc2nc(-c3ccc(F)cc3)cs2)nc1
  A = 0% | B = ? | C = -40% | D = 17% | E = 14% | F = -2.2 | G = i | H = -5% | I = -1%
19: Cc1ccc2nc(C(O)C(O)c3nc4ccc(C)cc4[nH]3)[nH]c2c1 (stereo not given)
  A = 2% | B = ? | C = -19% | D = 2.5% | E = -8% | F = -1.2 | G = i | H = -17% | I = 1%
20: O=[N+]([O-])c1c(-c2cn[nH]c2)n[nH]c1-c1cn[nH]c1
  A = -2% | B = -9% | C = -20% | D = -0.5% | E = 0% | F = 1.0 | G = i | H = 3% | I = 1%
21: Cc1ccc2c(c1)Oc1ccc(NC(=O)CCl)cc1C(=O)N2
  A = 2% | B = -23% | C = 8.9µM* | D = ? | E = 14µM* | F = -1.1 | G = i | H = 1% | I = 1%
22: COc1cccc(C(=O)Nc2cnn(C(C)C)c2)c1
  A = 1% | B = ? | C = 19% | D = 0.9% | E = 1% | F = -7.7 | G = i | H = 2% | I = 1%
23: CSc1nn2c(C(F)(F)F)cc(C(F)(F)F)nc2c1C(=O)O
  A = -8% | B = -3% | C = 13% | D = -0.1% | E = -10% | F = 1.0 | G = i | H = -14% | I = 1%
24: CCc1ccccc1NC(=O)C1CCN(C(=O)N2CC(C)Oc3ccc(Cl)cc32)CC1 (stereo not given)
  A = 1% | B = 3% | C = -5% | D = -0.5% | E = ? | F = nt | G = nt | H = 18% | I = nt
25: COc1ccc(C2=NOC(C(=O)Nc3ccc4c(c3)OCO4)C2)cc1 (stereo not given)
  A = -6% | B = -1% | C = -1% | D = 0.1% | E = -12% | F = 0.2 | G = i | H = 6% | I = 1%
26: O=C(CN1C(=O)c2ccccc2Sc2ccc(C(=O)N3CCOCC3)cc21)Nc1ccc(Cl)cc1F
  A = -1% | B = nt | C = -9% | D = -1.0% | E = -19% | F = nt | G = nt | H = 0% | I = nt
27: Cc1cccc(N2CCN(c3ncnc4onc(C)c34)CC2)c1C
  A = 7% | B = 14% | C = -12% | D = 0.0% | E = 25% | F = nt | G = nt | H = -11% | I = nt
28: O=C(O)C1=C[C@H](c2ccc(C(F)(F)F)cc2)C[C@H](OCc2ccc(CO)cc2)O1
  A = -2% | B = ? | C = -3% | D = -0.8% | E = 2% | F = 0.2 | G = i | H = -22% | I = nt
29: CN(CC(=O)NC1CCCCCCC1)S(=O)(=O)c1cccc2cccnc12
  A = -4% | B = -9% | C = -23% | D = 0.1% | E = -20% | F = 0.0 | G = i | H = -4% | I = 0%
30: CC(C)CC1=NN(C(=O)c2ccncc2)C(O)(C(F)(F)F)C1 (stereo not given)
  A = -1% | B = 12% | C = -2% | D = 0.2% | E = -12% | F = 2.6 | G = i | H = 1% | I = 1%
31: CC(C)N1CCN(Cc2ccc(-c3ccccc3)cc2)CC1CCO (stereo not given)
  A = -2% | B = -12% | C = -20% | D = 0.3% | E = 0% | F = -1.3 | G = i | H = -5% | I = -3%
32: COc1ccc(N(C=O)C(C(=O)Nc2c(C)cccc2C)c2ccccc2)cc1 (stereo not given)
  A = -12% | B = -14% | C = -10% | D = 0.0% | E = -15% | F = -0.9 | G = i | H = 4% | I = nt
33: S=C1NC2(CCCCC2)Cc2ccccc21
  A = 1% | B = -5% | C = -54% | D = -1.9% | E = -12% | F = -0.1 | G = i | H = -1% | I = -1%
34: CCOc1ccc(NC(=O)CSc2nnc(C3CC3)n2C)cc1S(=O)(=O)N1CCCCC1
  A = -4% | B = -11% | C = -27% | D = -0.1% | E = -19% | F = -2.3 | G = i | H = -6% | I = -1%
35: CC(C)(C)C(=O)Nc1nc2nc(-c3ccccc3)cc(=O)n2[nH]1
  A = 0% | B = 0% | C = 3% | D = -0.9% | E = -5% | F = nt | G = nt | H = -4% | I = nt
36: Cc1cc(C)n(CCN(C)C(=O)C2CCC(=O)N(CCc3cccc(F)c3)C2)n1 (stereo not given)
  A = 2% | B = 4% | C = -19% | D = -0.5% | E = 8% | F = -2.5 | G = i | H = 7% | I = 0%
37: COC(=O)/C=C(\Oc1ccccc1)C1(O)CCCCC1
  A = 3% | B = -12% | C = -23% | D = -0.8% | E = -14% | F = -1.9 | G = i | H = 8% | I = -6%
38: CCOC(=O)c1c(NC(=O)C(C)Oc2ccc(Cl)c(C)c2)sc2c1CCCC2 (stereo not given)
  A = 17% | B = 1% | C = 0% | D = -0.1% | E = -1% | F = nt | G = nt | H = 10% | I = nt
39: CC(C)CCN1CCN(Cc2cccn2-c2ccc(Cl)cn2)CC1CCO (stereo not given)
  A = -17% | B = 0% | C = 6% | D = -0.7% | E = -7% | F = -0.9 | G = i | H = 3% | I = 3%
40: Cc1cccc(NC(=O)CSc2nnc(CNC(=O)c3ccco3)n2C)c1
  A = -3% | B = -2% | C = 7%&1% | D = -0.6% | E = -1%&-1% | F = -2.8 | G = i | H = 4% | I = 1%
